Bioassay records from PubChem BioAssay.
NPYLR7 ag: mosquito NPYLR7 agonism; HEK293T NPYLR7/Galpha15, GCaMP6s calcium fluorescence; activation, % at 10 µM; actives 0.15% (n = 270,000); AID 1259423; in the data active means activation above about 40%;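 further: 0% = vehicle and 100% = reference agonist at the receptor; some compounds past the cut are filed as inactive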
hcGAS inh: human cGAS inhibition | actives 0.081% (n = 290,000) | AID 1259398 | inhibition, % at 12.5 µM | recombinant h-cGAS, ATP depletion, Kinase-Glo luminescence | Q8N884;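 further: 0% = vehicle reaction and 100% = reaction without DNA for no activity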
Target sequence (Q8N884 whole entry, looked up): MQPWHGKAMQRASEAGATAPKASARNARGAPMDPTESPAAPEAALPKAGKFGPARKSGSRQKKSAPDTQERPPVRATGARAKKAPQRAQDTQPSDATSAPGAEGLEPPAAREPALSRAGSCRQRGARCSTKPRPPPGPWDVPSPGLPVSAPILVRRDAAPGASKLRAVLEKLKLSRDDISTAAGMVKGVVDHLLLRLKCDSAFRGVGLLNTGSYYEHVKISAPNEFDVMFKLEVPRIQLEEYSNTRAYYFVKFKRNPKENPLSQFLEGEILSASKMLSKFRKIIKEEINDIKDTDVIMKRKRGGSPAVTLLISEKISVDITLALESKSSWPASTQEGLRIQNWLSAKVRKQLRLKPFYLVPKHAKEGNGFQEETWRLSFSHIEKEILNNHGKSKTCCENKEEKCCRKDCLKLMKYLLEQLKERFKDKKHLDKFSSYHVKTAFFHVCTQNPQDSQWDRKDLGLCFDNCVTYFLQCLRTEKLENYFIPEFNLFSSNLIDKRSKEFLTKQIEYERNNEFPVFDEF
mcGAS lum: inhibitors of mouse cGAS; Q8C6L5; recombinant cGAS, Kinase-Glo ATP depletion luminescence; inhibition, % at 12.5 µM; actives 0.15% (n = 160,000); AID 1259399;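 further: 0% = negative control wells and 100% = reference inhibitor with no enzyme activity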
* marks the source's active call; other numbers are inactive results; · = no result given; & = joins results of further samples. Unless noted, no stated cut-off is given here; in the data, active means inhibition above about 40%; inactive means the rest.

SMILES	NPYLR7 ag	hcGAS inh	mcGAS lum
COc1ccc(-c2cc(C(=O)N3CCN(C(=O)N(C)C)CC3)c(C)n2-c2ccccc2Cl)cc1	-6	-10	-5
Cc1cccc(CN2CCN(C(=O)C(=O)c3ccco3)C(C)C2=O)c1 (stereo unspecified)	4	-3	·
Cc1noc(-c2ccc3c(c2)OCO3)c1C(=O)NCCSCc1ccccc1	15	-8	-9
CCOc1ccc2c(c1)c(=O)c(S(=O)(=O)c1ccccc1)cn2Cc1cccc(OC)c1	-6	-5	-7
CC1(C)CC(=N)C=C(N2CCOCC2)C1	5	-6	·
CCCCNC(=O)C1(C)CCCCN1C(=O)C1(c2ccc(Cl)cc2)CCCC1 (stereo unspecified)	3	-7	-6
CN(C)c1ccc(/C=N\NC(=O)CSc2nc3ccccc3[nH]2)cc1	0	-7	-8
CC(=O)N[C@H]1C[C@@H]2c3[nH]c4ccccc4c3C[C@@H](C(=O)N(CCC#N)CC3CCCO3)N2C1=O (stereo partly specified)	7	-1	·
N#Cc1nc2c(S(=O)(=O)c3ccc(Cl)cc3)c(N)n(Cc3ccc4c(c3)OCO4)c2nc1C#N	-3	-5	·
CCCCNC(=O)N1CCN(S(=O)(=O)c2ccc(Cl)s2)CC1	2	-3	-5
COc1cc(C)c(NC(=O)C(C)(C)S(=O)(=O)c2ccc(Br)cc2)cc1OC	-6	-2	·
CCc1cnc(CN(C)C(=O)NC(C)c2nc(C)cs2)s1 (stereo unspecified)	5	3	-2

Record cards, from the list above.
`Cc1noc(-c2ccc3c(c2)OCO3)c1C(=O)NCCSCc1ccccc1` in the list: NPYLR7 ag: 15; hcGAS inh: -8; mcGAS lum: -9
`COc1ccc(-c2cc(C(=O)N3CCN(C(=O)N(C)C)CC3)c(C)n2-c2ccccc2Cl)cc1` in the list: NPYLR7 ag: -6; hcGAS inh: -10; mcGAS lum: -5

The results go on:
SMILES	NPYLR7 ag	hcGAS inh	mcGAS lum
CCCCC(=Nc1ccccc1OC)C1=C(O)CC(c2ccccc2)CC1=O (stereo unspecified)	5	-3	·
CC(C)(C)Sc1ccc2nn(CC(=O)Nc3ccc(Br)cc3)c(=O)n2n1	·	-9	-9
Cc1ccn2c(NC(=O)CCN3CCSC3=O)c(-c3ccc(F)cc3)nc2c1	0	-3	·
Cn1c(=O)[nH]c(=O)c2c1nc(N1CCN(Cc3ccc(Cl)cc3)CC1)n2Cc1ccccc1Cl	-10	5	·
N[C@@H]1c2ccccc2C2(CCN(C(=O)Cc3ccc4c(c3)OCO4)CC2)[C@H]1O	9	-3	-10
Cc1cccc(NC(=O)CNC(=O)CN(Cc2ccco2)C(=O)c2cccc([N+](=O)[O-])c2)c1	-4	-1	0
Cc1ccc(CN(CCc2ccccc2)C(=O)CN(CC2CCCO2)C(=O)C2CCCC2)o1 (stereo unspecified)	-1	-3	-4
O=C(NC1CC(=O)N(CCc2ccccc2)C1)c1cc2ccccc2o1 (stereo unspecified)	2	5	·
CC(Nc1cccc(OCC(N)=O)c1)c1nc(C(C)(C)C)no1 (stereo unspecified)	-2	-4	·
CCSc1nc(CC(=O)N2CCC[C@H]2CO)cs1	23	-5	-17
COc1cc(C=CC(=O)Oc2ccc(Br)cc2)cc(OC)c1OC	-5	0	·
COc1ccc(Cl)c2sc(N(CCN(C)C)C(=O)c3cc(C)no3)nc12	1	-7	·
O=S(=O)(NN=Cc1c(F)c(F)c(F)c(F)c1F)c1ccc(Br)cc1	4	-11	·
Cc1cc(C)n(CC(=O)N(C)CC2CCCN(CCc3cccc(C(F)(F)F)c3)C2)n1 (stereo unspecified)	14	0	-6
COc1cccc(Cc2nsc(N(CCC(=O)NCCc3ccc(Cl)cc3Cl)C(C)C)n2)c1	5	0	-3
CN(C)c1cccc(Nc2cc3c(cn2)nc(NCc2ccccc2)n3C)c1	11	-4	-6
CCOC(=O)c1cc(-c2ccc(N3CCN(C(=O)c4cc(C)nn4C)CC3)cc2)n(-c2cccc(F)c2)n1	19	0	-4
CCC(NC(=O)Cc1nnc(N)s1)c1ccc(C)cc1C (stereo unspecified)	1	-3	-13
COc1ccc(-c2ccc(=O)n(CCNC(=O)Nc3cccs3)n2)cc1	6	-1	-4
Cc1ccc(CSCCNC(=O)Cc2n[nH]c(=O)c3ccccc23)cc1	-15	5	·
O=C(c1ccc(F)cc1)N1CCN(C(=O)c2cn[nH]c2-c2ccc(F)cc2)CC1	5	-4	·
CCOc1ccc(-c2ccc(=O)n(CC(=O)NCc3ccc(F)cc3)n2)cc1	7	-2	·
Cc1ccc(S(=O)(=O)NC(C)C2CCCO2)c2cccnc12 (stereo unspecified)	-3	4	·
CC(=O)NCCNC(=O)c1nnc2n1CCN(CC(c1ccccc1)c1ccccc1)C2	9	-6	·

An excerpt of these results, as a markdown table:
| Compound | NPYLR7 ag | hcGAS inh | mcGAS lum |
| --- | --- | --- | --- |
| COc1cc(C)c(NC(=O)C(C)(C)S(=O)(=O)c2ccc(Br)cc2)cc1OC | -6 | -2 | · |
| CCc1cnc(CN(C)C(=O)NC(C)c2nc(C)cs2)s1 (stereo unspecified) | 5 | 3 | -2 |
| CCCCC(=Nc1ccccc1OC)C1=C(O)CC(c2ccccc2)CC1=O (stereo unspecified) | 5 | -3 | · |
| CC(C)(C)Sc1ccc2nn(CC(=O)Nc3ccc(Br)cc3)c(=O)n2n1 | · | -9 | -9 |
| Cc1ccn2c(NC(=O)CCN3CCSC3=O)c(-c3ccc(F)cc3)nc2c1 | 0 | -3 | · |
| Cn1c(=O)[nH]c(=O)c2c1nc(N1CCN(Cc3ccc(Cl)cc3)CC1)n2Cc1ccccc1Cl | -10 | 5 | · |
| N[C@@H]1c2ccccc2C2(CCN(C(=O)Cc3ccc4c(c3)OCO4)CC2)[C@H]1O | 9 | -3 | -10 |
| Cc1cccc(NC(=O)CNC(=O)CN(Cc2ccco2)C(=O)c2cccc([N+](=O)[O-])c2)c1 | -4 | -1 | 0 |
| Cc1ccc(CN(CCc2ccccc2)C(=O)CN(CC2CCCO2)C(=O)C2CCCC2)o1 (stereo unspecified) | -1 | -3 | -4 |
| O=C(NC1CC(=O)N(CCc2ccccc2)C1)c1cc2ccccc2o1 (stereo unspecified) | 2 | 5 | · |
| CC(Nc1cccc(OCC(N)=O)c1)c1nc(C(C)(C)C)no1 (stereo unspecified) | -2 | -4 | · |
| CCSc1nc(CC(=O)N2CCC[C@H]2CO)cs1 | 23 | -5 | -17 |
| COc1cc(C=CC(=O)Oc2ccc(Br)cc2)cc(OC)c1OC | -5 | 0 | · |
| COc1ccc(Cl)c2sc(N(CCN(C)C)C(=O)c3cc(C)no3)nc12 | 1 | -7 | · |
| O=S(=O)(NN=Cc1c(F)c(F)c(F)c(F)c1F)c1ccc(Br)cc1 | 4 | -11 | · |
| Cc1cc(C)n(CC(=O)N(C)CC2CCCN(CCc3cccc(C(F)(F)F)c3)C2)n1 (stereo unspecified) | 14 | 0 | -6 |
| COc1cccc(Cc2nsc(N(CCC(=O)NCCc3ccc(Cl)cc3Cl)C(C)C)n2)c1 | 5 | 0 | -3 |
| CN(C)c1cccc(Nc2cc3c(cn2)nc(NCc2ccccc2)n3C)c1 | 11 | -4 | -6 |
| CCOC(=O)c1cc(-c2ccc(N3CCN(C(=O)c4cc(C)nn4C)CC3)cc2)n(-c2cccc(F)c2)n1 | 19 | 0 | -4 |
| CCC(NC(=O)Cc1nnc(N)s1)c1ccc(C)cc1C (stereo unspecified) | 1 | -3 | -13 |
| COc1ccc(-c2ccc(=O)n(CCNC(=O)Nc3cccs3)n2)cc1 | 6 | -1 | -4 |
| Cc1ccc(CSCCNC(=O)Cc2n[nH]c(=O)c3ccccc23)cc1 | -15 | 5 | · |
| O=C(c1ccc(F)cc1)N1CCN(C(=O)c2cn[nH]c2-c2ccc(F)cc2)CC1 | 5 | -4 | · |
| CCOc1ccc(-c2ccc(=O)n(CC(=O)NCc3ccc(F)cc3)n2)cc1 | 7 | -2 | · |
| Cc1ccc(S(=O)(=O)NC(C)C2CCCO2)c2cccnc12 (stereo unspecified) | -3 | 4 | · |
| CC(=O)NCCNC(=O)c1nnc2n1CCN(CC(c1ccccc1)c1ccccc1)C2 | 9 | -6 | · |

Next section:
SMILES	NPYLR7 ag	hcGAS inh	mcGAS lum
O=C(OC1CCOC1=O)c1ccc(-c2ccccc2F)o1 (stereo unspecified)	5	-7	-8
CCOC(=O)CNC(=O)N1CCC(n2cc(C3CCCC3)nn2)CC1	0	-10	·
CCC(CO)N(Cc1ccsc1)Cc1c(C)nn(C)c1Cl (stereo unspecified)	1	-6	·
C=CCNC(=O)CN1CN(c2ccccc2)C2(CCN(S(=O)(=O)c3ccc(OC)cc3)CC2)C1=O	4	-3	-3
Cc1ccccc1C(=O)N1C(C(=O)N2CCCC2)COC12CCN(C(=O)c1ccc(Cl)cc1)CC2 (stereo unspecified)	3	-3	-6
CN(C)c1ccc(N)cc1CN(Cc1ccco1)C(=O)c1ccc(F)cc1	-3	-5	·
Cc1ccc(OCCN2CC[C@H](CO)[C@@H](O)C2)c(Cl)c1	3	-1	-15
CNC(=O)c1ccc(NC(=O)c2ccc(SC(F)(F)F)cc2)cc1	3	-5	-4
Cc1nc(C2CC2)ncc1C(=O)NCC(c1ccco1)N1CCCC1 (stereo unspecified)	-1	-6	·
CC(C)c1ccc(CN(C(=O)c2ccc(=O)n(C)n2)C2CC2)cc1	11	2	·
CN(C)Cc1ccc(-c2cccc3cnccc23)nc1	8	-1	-13
O=C(Cn1nnc(-c2ccccc2)n1)NC1CC1	-1	-5	·
O=C(CCC1CCCCC1)NCCn1nc(-c2cccs2)ccc1=O	0	0	-6
Cc1ccc(-n2[nH]c(-c3ccccc3)c(-c3ccc(NC(=O)c4ccccc4)cc3)c2=O)cc1	13	-8	-5
NN1C(=O)c2cccc3c([N+](=O)[O-])ccc(c23)C1=O	-2	-1	·
COc1ccccc1N1CCN(C(=O)c2ccccc2C)CC1	-12	-1	-5
Cc1ccccc1-n1cnnc1SCc1nc(-c2ccccc2)no1	-16	1	·
O=C(CCN(c1nc(-c2cccs2)nc2ccccc12)C1CCCCC1)N1CCN(c2ccccc2F)CC1	15	-4	-3
COc1ccccc1/C=C1\SC(=S)N(C(CCSC)C(=O)O)C1=O (stereo unspecified)	0	-1	-2
CCCN(CC(=O)Nc1ccc(N2CCN(C(=O)NC(C)(C)C)CC2)cc1)C(=O)C1CCC1	9	-15	·
COc1ccc(C)c2sc(N(Cc3cccnc3)C(=O)C3CCCCC3)nc12	-16	2	0
COc1cccc(C(=O)NC2CCN(c3ccccc3C(=O)NC3CCCc4ccccc43)CC2)c1 (stereo unspecified)	-2	-8	-7
COc1cc(NCc2cc(CC(C)C)no2)ncn1	-1	-1	·
CSc1cc(C)c2c(c1)COC1(CCN(C(=O)CC3(CC(=O)O)CCCC3)CC1)O2	-5	-5	-4
CCc1ccccc1NC(=O)N(CC(=O)N(Cc1cccn1C)CC(C)C)C1CC1	-5	-10	-5
CCc1nc2ccc(C(=O)NCc3ccc(N(C)C)cc3)cn2c1N(CC)Cc1cccc(Br)c1	15	-6	-3
CCc1cc(-n2ccnc2-c2cccnc2)ccc1NC(C)=O	18	-2	·
CCOc1ccc(OCCCCOc2ccc([N+](=O)[O-])cc2)cc1	-5	2	·
COC(=O)c1cc(-c2ccc3c(c2)CC(C)O3)on1 (stereo unspecified)	-7	-5	·
O=C(Nc1nccs1)c1cccn(OCc2cccc([N+](=O)[O-])c2)c1=O	-1	0	-1
CC(=O)OCC1C2(C)CCC(O2)C1(C)COC(C)=O (stereo unspecified)	-3	-1	·
COc1ccc(-c2nn(-c3ccccc3)cc2CN2CCN(c3cnccn3)CC2)c(F)c1	10&-2	-6&-3	-10&-3
CCCc1ccc(S(=O)(=O)N2CCN(CCCOC(c3ccc(Cl)cc3)c3ccc(Cl)cc3)CC2)cc1	4	-9	-11
COc1ccc(CCOc2nc(-c3cccs3)n(-c3ccc(NC(=O)c4cccs4)cc3)n2)cc1	16	-13	-4
CC1C(=O)N(c2ccc3c(c2)OCO3)CCN1C(=O)CCc1ccccc1 (stereo unspecified)	19	-7	-6
Cc1nc(C(=O)N2CC(Oc3c(C)cccc3C)C2)cs1	5	-6	-12
COc1ccc(Cc2noc(CN3CCN(c4cc(Cl)ccc4C)CC3)n2)cc1OC	-3	1	-2
COc1cccc(CC2CN(C(=O)CCc3n[nH]c(C)c3C)CCO2)c1 (stereo unspecified)	4	-8	-16
CC(C)(C)/[N+]([O-])=C/c1ccc(S(=O)(=O)O)cc1S(=O)(=O)O	-10	-3	·
O=C(c1cc(C(c2ccccc2)c2ccccc2)no1)N1CCC(Oc2ccc(F)cc2)CC1	17	-8	-12
COc1cccc(C(=O)N2C(C(=O)O)COC23CCN(C(=O)Cc2ccccc2)CC3)c1 (stereo unspecified)	3	0	-3
CCOc1ccc(CN(C)C(=O)COC(=O)c2nccnc2N)cc1	1	-3	·
O=C1c2ccccc2C(=O)c2c(I)cccc21	4	-7	-4
O=C(/C=C/c1cnccn1)Nc1nc(-c2ccc(F)c(Cl)c2)cs1	11	-10	·
CCCCCNC(=O)c1cccnc1SCCC	-22	0	2
COc1cc(OC)cc(C(=O)N2CCN(c3nc(C)nc(C)c3Cc3cccc(C(F)(F)F)c3)CC2)c1	2	5	1
N#Cc1ccc(C(=O)N(CCN2CCOCC2)c2nc3ccc(Cl)cc3s2)cc1	15	-10	·
Cc1c(C(C)NC2CCN(c3ccc4c(c3)OCO4)CC2)cnn1-c1ccccc1 (stereo unspecified)	14	-8	-10
CCN(CCN1CCOCC1)C(=O)c1ccc(F)cc1Cl	-5	-3	·
CCC(C(=O)N(Cc1ccco1)Cc1cc(NC(=O)C2CCCC2)ccc1N(C)C)c1ccccc1 (stereo unspecified)	0	4	-3
